Dengue-2 NS5 capping: flavivirus cap methylation enzyme inhibition – biochemical, confirmation dose response, primary screen (AID 588689) | Dengue-2 NS5 methyltransferase capping enzyme assay, biochemical; higher % means a stronger effect | inhibition, % at 25 µM; hits with a dose series show IC50 in µM | hit rate 0.3% among 340,000; in the data active means a potency from the dose series; inconclusive means inhibition above about 29% without an active follow-up result
Myeloid diff 2: promotes myeloid progenitor differentiation; calls only at 10 µM; hit rate 1% among 360,000; ER-HoxA9 myeloid progenitors, lysozyme-GFP differentiation, flow cytometry; AID 624256;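 active means normalized GFP-positive differentiation at or above the plate's own cutoff, the solvent-only control mean plus 3 SD; inconclusive means no clear call, values can overlap the other calls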;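 further: cells exposed to compound for four days before flow analysis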
Hep lipid drop: hepatic lipid droplet formation modulation | hit rate 0.4% among 240,000 | inhibition, % at 6.5 µM | AML12 mouse hepatocytes, oleate lipid droplets, BODIPY imaging;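 active means lipid droplet intensity inhibited by at least 50%, with more than 500 cells counted; inconclusive means wells with under 300 cells, treated as cytotoxic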
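Material – mouse AML12 hepatocyte cell line, fixed after treatment · Compound dosing – one dose, 6.5 µM compound · Times – compound with oleate, overnight · Measured by – Image-based BODIPY and DAPI two-channel analysis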
HIV peptide binding: inhibitors of HIV fusion peptide binding, primary screen, biochemical, uHTS, fluorescence dequenching (AID 1986); hit rate 0.3% among 290,000; inhibition, % at 20 µM, or IC50 in µM where a hit was titrated; cell-free peptide binding, fluorescence dequenching, 30 min; higher % means a stronger effect; in the data active means inhibition mostly above about 52%, no sharp cut-off; inactive means mostly below about 76%; further: some results filed as inactive read as strong as hits
LYP inhibition: inhibitors of LYP phosphatase, biochemical, fluorescence intensity, uHTS (AID 1779). recombinant LYP phosphatase, fluorescence intensity; higher % means a stronger effect. inhibition, % at 11.5 µM, or IC50 in µM where a hit was titrated. hit rate 0.054% among 290,000;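 further: plate controls were vehicle with enzyme for no effect and no enzyme for full effect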
Siah-1 displacement: Siah-1 peptide-binding antagonists, primary screen, biochemical, fluorescence polarization, rhodamine-plectin, uHTS (AID 1817). Siah-1 / rhodamine-plectin peptide fluorescence polarization; higher % means a stronger effect. hit rate 0.02% among 290,000. displacement, % at 20 µM, or IC50 in µM where a hit was titrated;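 active means displacement of at least 50% at 20 µM, with a fluorescence ratio check between 0.3 and a set limit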;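 further: plate controls were Siah plus tracer with DMSO for no effect and tracer alone without Siah for full effect; strong numbers were not always called active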
XIAP displacement: XIAP antagonists, biochemical, IAP family, fluorescence polarization (AID 1018); XIAP BIR domain, fluorescence polarization peptide displacement; higher % means a stronger effect; displacement, % at 20 µM; hits with a dose series show IC50 in µM; hit rate 0.007% among 200,000; in the data active means displacement above about 50%; further: a part of the inactive calls stands beside numbers as strong as those of hits
AID2073: inhibitors of Mint1-CaV2.2 protein interaction, biochemical, HTRF (AID 2073); HTRF protein-protein interaction, Mint1-CaV2.2; higher % means a stronger effect; hit rate 0.19% among 290,000; inhibition, % at 20 µM, or IC50 in µM where a hit was titrated; in the data active means inhibition mostly above about 51%, no sharp cut-off; inconclusive means no clear call, values can overlap the other calls; inactive means mostly below about 53%; further: some results filed as inactive read as strong as hits
HEK293 NOD2/NF-kB: NOD2 signaling inhibitors, cell-based, luminescence, uHTS, HEK293 (AID 1566). HEK293 NOD2/NF-kB luciferase reporter, luminescence; higher % means a stronger effect. inhibition, % at 4 µM; hits with a dose series show EC50 in µM. hit rate 0.63% among 290,000; further: many of its hits are not listed in these tables
Hep lipid drop cells 6.5 µM: further read-out of Hep lipid drop, marked with its call; cell count; measured here: cell count, cytotoxicity flag;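 cells counted across two imaged fields per well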
Dengue-2 NS5 capping pilot replicate: further read-out of Dengue-2 NS5 capping, marked with its call; inhibition, %; measured here: pilot screen replicate inhibition
Myeloid diff 2 GFP+ MAC1+ %: recorded beside Myeloid diff 2, whose call it bears; GFP+ MAC1+ double positive, %; measured here: differentiation confirmed by MAC1 staining
Starred values were filed as active, the others as inactive; i = inactive; ? = inconclusive; · = no result given. Unless noted, no stated cut-off is given here; in the data, active means inhibition above about 50%; inactive means the rest. Only part of the results is shown; the hit share may differ from the screen's.

SMILES	Dengue-2 NS5 capping	Myeloid diff 2	Myeloid diff 2 GFP+ MAC1+ %	Hep lipid drop	Hep lipid drop cells 6.5 µM	HIV peptide binding	LYP inhibition	Siah-1 displacement	XIAP displacement	AID2073	HEK293 NOD2/NF-kB	others
CCOc1ccc(NC(=O)CCN2CCN(c3ccccc3OC)CC2)cc1	-3%	i	0.8	8	805	3.5%	0%	-4%	-0.4%	-9%	-4%
O=C(COC(=O)CSc1cc(Cl)ccc1Cl)Nc1ncc(C(F)(F)F)cc1Cl	2%	i	1.2	-5	614	0.4%	3%	5%	-8.7%	3%	13%
CCC(=O)N1CCN(c2ccccc2NC(=O)COc2ccc(C(C)C)cc2)CC1	-2%	i	0.4	-9	780	-1.1%	-2%	1%	·	26%	12%
OCCCNc1ncnc2c1[nH]c1ccccc12	-9%	i	1.0	-12	708	0.3%	-8%	-7%	·	9%	-19%
Cc1noc(C)c1S(=O)(=O)N1CCN(c2ccc([N+](=O)[O-])cc2)CC1	-4%	i	2.7	-2	662	-0.6%	-8%	-4%	·	6%	1%
Cc1cccc(-n2cnc(C(=O)N3CCN(C)CC3)c2)n1	-13%	i	0.4	-5	746	0.0%	-6%	0%	-8.8%	-2%	-2%
O=C(Nc1cccc(C(=O)N2CCN(c3ccccc3)CC2)c1)c1ccco1	4%	i	0.9	6	705	-0.4%	-8%	-8%	·	15%	7%
Cc1ccc(CNC(=O)CN(Cc2ccccc2)S(C)(=O)=O)cc1	4%	i	0.6	-17	727	2.4%	-6%	2%	-2.1%	7%	14%
O=C(CCCCn1c(=O)[nH]c2ccccc2c1=O)NCc1ccc2c(c1)OCO2	-1%	i	2.8	·	·	6.2%	-9%	-1%	-1.3%	7%	2%
Cc1ccc(-c2nn(CC(=O)NCC3CCCO3)c(=O)c3ccccc23)cc1 (centres undefined)	-5%	i	0.6	4	776	3.6%	-2%	4%	-4.0%	8%	-23%
O=C1CCc2cc(S(=O)(=O)N3CCC(C(=O)NC4CCCCCCC4)CC3)ccc2N1	-4%	i	1.8	·	·	1.5%	-13%	2%	-11%	-4%	26%
CC(C)NC(=O)C(Sc1ccccc1)c1ccccc1 (centres undefined)	-4%	i	0.0	12	798	-0.1%	-6%	3%	-2.1%	-5%	-6%
Cc1ccc(S(=O)(=O)Nc2ccc(N(C)S(=O)(=O)c3ccc(C)cc3)cc2)cc1	-8%	i	0.3	22	737	-1.0%	0%	21%	·	6%	10%
COC(=O)c1[nH]c(C)c(/C(O)=C2\C(=O)C(=O)N(CCN(C)C)C2c2cc(OC)ccc2OC)c1C (centres undefined)	-4%	i	0.5	·	·	-0.4%	-2%	1%	-2.3%	5%	0%
CCOC(=O)c1sc2nc(-c3cccnc3)ccc2c1N	7%	i	0.3	15	672	1.6%	-4%	0%	-6.3%	36%	-175%
O=C(CSc1ncnc2nc[nH]c12)Nc1ccccc1C(F)(F)F	-3%	i	15	·	·	-2.4%	-6%	2%	0.0%	-12%	2%
CCC1NC(=S)N(C2CCCCC2)C1=O (centres undefined)	1%	i	8.2	·	·	0.8%	0%	3%	-3.5%	8%	15%
Cc1ccc(C(=O)Nc2ccon2)cc1S(=O)(=O)N1CCOCC1	-9%	i	7.6	-6	766	-0.2%	-7%	-2%	-5.1%	-4%	-6%
COc1ccc(N(Cc2cc3ccc(C)cc3[nH]c2=O)C(=O)c2ccco2)cc1	1%	i	0.5	·	·	-1.5%	1%	-2%	-0.9%	5%	6%
C[C@@H]1C(=O)O[C@H]2[C@H]1CC[C@@]1(C)C(=O)C=C[C@@](C)(O)[C@H]21	-2%	i	2.7	19	647	-2.5%	-8%	12%	·	8%	1%
O=[N+]([O-])c1ccc2nc(-c3ccccn3)[nH]c2c1	4%	i	0.7	-6	686	-2.1%	-6%	-6%	·	-4%	-78%
Cc1ccc(-c2csc3nc(C)n(N)c(=O)c23)o1	-3%	i	4.5	-6	775	-0.2%	-5%	0%	-4.1%	8%	-25%
Cc1ccc(OC(=O)c2cccc(S(=O)(=O)N(C)C)c2)c(-n2nc3ccccc3n2)c1	·	i	0.2	16	822	1.7%	0%	1%	0.1%	8%	-32%
COc1cc(/C=N/NC(=O)C(Cc2c[nH]c3ccccc23)NC(=O)OCC(C)C)cc([N+](=O)[O-])c1OCc1ccccc1 (centres undefined)	5%	i	0.1	14	663	13%	7%	11%	-0.1%	36%	5%
Cc1ccccc1CNC(=O)CC1C(=O)NCCN1Cc1c(F)cccc1Cl (centres undefined)	0%	i	0.2	-5	698	-0.3%	-3%	-1%	-9.3%	1%	0%
O=C(NCC(c1ccc(F)cc1)N1CCOCC1)c1ccccc1F (centres undefined)	0%	i	0.2	-15	717	0.2%	-3%	4%	·	20%	0%
CC(=O)N1CCN(c2ccc(NC(=O)c3ccco3)cc2Cl)CC1	10%	i	1.2	5	842	-0.2%	-6%	10%	·	0%	16%
COc1ccc(C2=NOC(COc3ccc([N+](=O)[O-])cc3)C2)cc1 (centres undefined)	5%	i	0.2	5	691	-0.6%	-4%	-1%	·	3%	-37%
Cc1oc(-c2ccccc2Cl)nc1CSCC(=O)N1CCCC1	-4%	i	0.7	0	658	-1.2%	-3%	0%	-4.5%	0%	6%	Dengue-2 NS5 capping pilot replicate=-1.7
CCOC(=O)C1CCCN(C(=O)C2CCCN(S(=O)(=O)c3ccc4c(c3)oc(=O)n4C)C2)C1 (centres undefined)	-1%	i	1.9	·	·	3.6%	4%	2%	-0.5%	-5%	2%

6 compounds drawn at random from those above, as already listed:
SMILES	Dengue-2 NS5 capping	Myeloid diff 2	Myeloid diff 2 GFP+ MAC1+ %	Hep lipid drop	Hep lipid drop cells 6.5 µM	HIV peptide binding	LYP inhibition	Siah-1 displacement	XIAP displacement	AID2073	HEK293 NOD2/NF-kB	others
COc1ccc(C2=NOC(COc3ccc([N+](=O)[O-])cc3)C2)cc1 (centres undefined)	5%	i	0.2	5	691	-0.6%	-4%	-1%	·	3%	-37%
COc1cc(/C=N/NC(=O)C(Cc2c[nH]c3ccccc23)NC(=O)OCC(C)C)cc([N+](=O)[O-])c1OCc1ccccc1 (centres undefined)	5%	i	0.1	14	663	13%	7%	11%	-0.1%	36%	5%
CC(=O)N1CCN(c2ccc(NC(=O)c3ccco3)cc2Cl)CC1	10%	i	1.2	5	842	-0.2%	-6%	10%	·	0%	16%
O=C(NCC(c1ccc(F)cc1)N1CCOCC1)c1ccccc1F (centres undefined)	0%	i	0.2	-15	717	0.2%	-3%	4%	·	20%	0%
Cc1ccc(OC(=O)c2cccc(S(=O)(=O)N(C)C)c2)c(-n2nc3ccccc3n2)c1	·	i	0.2	16	822	1.7%	0%	1%	0.1%	8%	-32%
COc1ccc(N(Cc2cc3ccc(C)cc3[nH]c2=O)C(=O)c2ccco2)cc1	1%	i	0.5	·	·	-1.5%	1%	-2%	-0.9%	5%	6%

Back to the main list, repeating the 2 entries before the break.
SMILES	Dengue-2 NS5 capping	Myeloid diff 2	Myeloid diff 2 GFP+ MAC1+ %	Hep lipid drop	Hep lipid drop cells 6.5 µM	HIV peptide binding	LYP inhibition	Siah-1 displacement	XIAP displacement	AID2073	HEK293 NOD2/NF-kB	others
Cc1oc(-c2ccccc2Cl)nc1CSCC(=O)N1CCCC1	-4%	i	0.7	0	658	-1.2%	-3%	0%	-4.5%	0%	6%	Dengue-2 NS5 capping pilot replicate=-1.7
CCOC(=O)C1CCCN(C(=O)C2CCCN(S(=O)(=O)c3ccc4c(c3)oc(=O)n4C)C2)C1 (centres undefined)	-1%	i	1.9	·	·	3.6%	4%	2%	-0.5%	-5%	2%
Cc1ccc(NC(=O)c2cc([N+](=O)[O-])ccc2N2CCOCC2)cc1S(=O)(=O)N(C)C	-5%	i	1.6	2	686	0.5%	-2%	18%	·	-11%	13%
S=C(Nc1ccc(Nc2ccccc2)cc1)NC1CCCCCC1	-2%	i	2.2	-2	648	-0.2%	2%	7%	-3.4%	-16%	13%
O=C(COc1ccc(F)cc1Cl)Nc1cc(S(=O)(=O)N2CCOCC2)ccc1N1CCCCC1	6%	i	0.0	-11	805	2.6%	1%	6%	·	12%	-8%
Cc1cc(C)c2nc(C)cc(N/N=C/c3ccc(O)cc3)c2c1	-1%	?	·	-42	736	-3.7%	-10%	-11%	·	-3%	4%
CCOC(=O)c1sc(N)c(C(N)=O)c1C	·	i	0.1	1	714	1.1%	0%	-3%	-2.9%	18%	-10%
N/C(=N\OC(=O)Cc1cccs1)c1ccc(Cl)cc1	-17%	i	0.3	-1	668	1.1%	-7%	13%	·	10%	1%
O=C(CCN1C(=O)c2ccccc2C1=O)Nc1cccc(S(=O)(=O)NC2=NCCC2)c1	-1%	i	0.1	-2	714	1.7%	0%	3%	-7.3%	1%	-10%
Cc1nn(Cc2ccccc2Cl)c(C)c1C(=O)N1CCN(c2ccccc2)CC1	-14%	i	2.5	-2	837	0.0%	-6%	-3%	-0.2%	-2%	8%
CCC1=Nc2ccc(Br)cc2C(c2ccccc2)N1CC(=O)OC (centres undefined)	-6%	i	0.5	·	·	1.0%	-6%	3%	-2.6%	-2%	1%
COCCCn1c(SCC(=O)Nc2cccc(C(=O)OC)c2)nnc1-c1ccncc1	-6%	i	0.6	·	·	-2.3%	-5%	-5%	-6.2%	?	8%
O=C(Nc1ccccc1-c1nc2ccccc2[nH]c1=O)c1cccs1	-7%	i	0.8	-24	769	-1.6%	-9%	-1%	·	2%	-13%
CN(C)CCNC(=O)CN1C(=O)COc2ccc(C(C)(C)C)cc21	-1%	i	1.7	·	·	1.0%	2%	1%	1.2%	-12%	2%
CN1CCN(C(=O)CN2C(=O)COc3ccc(S(=O)(=O)N4CCOCC4)cc32)CC1	-5%	i	3.3	2	770	0.6%	-6%	1%	·	12%	2%
CCOc1ccc(NC(=O)CSc2nncc(=O)[nH]2)cc1	3%	i	5.0	-50	579	-0.2%	-12%	2%	·	9%	13%
